# Cardio protect = protects H9c2 cardiomyocytes from peroxide injury; H2O2 injury protection, ATPLite, 2 h; protection from H2O2 cell death, % at 20 µM; actives 0.63% (n = 360,000); AID 588492;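 active = compounds giving at least 50% protection of heart cells from peroxide-induced death in the single-dose screen, raw or plate-pattern-corrected value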;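 note: 0% = DMSO wells with peroxide and 100% = DMSO wells without peroxide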
# Vif inh = blocks HIV Vif function; HEK293T cells, Vif self-association by quenched fluorescence, imaging, 24 h; inhibition, % at 7.49 µM; actives 0.35% (n = 340,000); in the data active = inhibition above about 50%, passing the limit was not always enough; note: some results filed as inactive read as strong as hits
# aDG glyco up = alpha-DG glycosylation activation | Pro5-aDG cells, alpha-DG glycosylation AlphaScreen (IIH6); 0% Pro5, 100% B10-LARGE cell signal | activation, % at 10 µM | actives 0.22% (n = 360,000) | AID 624168;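 active = activation of at least 8% versus controls, or a plate z-score of at least 8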;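 note: Pro5 are CHO cells carrying HIG-tagged alpha-DG that lacks glycosylation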
# PDI inh = PDI (human) enzyme inhibition; P07237; PDI insulin aggregation turbidity, A650, 90 min; inhibition, % at 10 µM; actives 0.052% (n = 350,000);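 active = mean inhibition across replicates of 30% or more, whatever share of single replicates reach that level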;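 note: absorbance from insulin aggregation driven by PDI reduction with DTT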
# Target sequence (P07237 whole entry, looked up): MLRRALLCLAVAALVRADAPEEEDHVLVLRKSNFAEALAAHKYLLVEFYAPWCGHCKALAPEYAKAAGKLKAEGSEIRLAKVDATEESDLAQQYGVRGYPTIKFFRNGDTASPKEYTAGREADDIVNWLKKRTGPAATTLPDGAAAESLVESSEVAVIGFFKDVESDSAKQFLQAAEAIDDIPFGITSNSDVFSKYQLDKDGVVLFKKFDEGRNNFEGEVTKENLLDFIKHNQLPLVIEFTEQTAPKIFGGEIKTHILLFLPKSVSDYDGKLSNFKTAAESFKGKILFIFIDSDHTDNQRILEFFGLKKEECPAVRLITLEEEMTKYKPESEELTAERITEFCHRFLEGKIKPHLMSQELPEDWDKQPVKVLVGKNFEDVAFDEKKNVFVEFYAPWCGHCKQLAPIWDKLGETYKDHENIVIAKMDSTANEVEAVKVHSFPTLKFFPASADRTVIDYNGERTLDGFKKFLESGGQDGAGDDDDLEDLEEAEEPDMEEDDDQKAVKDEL
# ABCB6 inh 2 = human ABCB6 transporter inhibition; Q9NP58; K562-ABCB6 porphyrin accumulation, flow cytometry, 1 h; active compounds read low; fluorescence ratio to DMSO, % at 10 µM; actives 0.19% (n = 360,000); AID 602162;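 active = fluorescence ratio to DMSO below 75%, the collection mean minus 3 SD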;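 note: signal is porphyrin accumulated inside mitochondria; 100% equals median channel fluorescence of DMSO control wells; lower ratio means ABCB6 inhibition with less porphyrin fluorescence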
# Glyco luc inh = blocks N-linked glycosylation in D54 reporter cells. D54 ERlucT glycosylation luciferase reporter, 24 h; percent of 100 nM tunicamycin response. actives 0.23% (n = 360,000). AID 588692. reporter increase, % at 12.5 µM;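 active = mean luciferase reporter signal, scaled so untreated is 0 and the glycosylation-blocking control 100, at or above a set limit in every replicate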;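 note: luciferase carries N-glycosylation sites so blocking glycosylation raises the light; 0% = median of neutral control wells and 100% = median of 100 nM tunicamycin wells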
# CaV13 FRET inh = Disruptors of the CACNA1D IQ motif to Ca2+-dependent inactivation inhibitor domain association, primary screening, Förster resonance energy transfer in intact living …. HEK cells, CFP/YFP FRET ICDI-IQ, plate reader, 10 min; percent FRET-ratio fall versus neutral wells. inhibition, % at 12.3 µM. actives 0.098% (n = 340,000). AID 743397;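 active = mean replicate inhibition of at least 30% and at least 1% of replicates passing that level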;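 note: 0% = median of the neutral control wells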
# HTR2A ag = activates the mouse 5-HT2A serotonin receptor; P35363; CHO-K1 mHTR2A beta-arrestin complementation, luminescence; percent of 30 µM serotonin response; activation, % at 7.6 µM; actives 0.66% (n = 360,000); AID 624169;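 active = activation above a run cutoff, the mean activation of all tested compounds plus 3 SD, cut at about 14% in these data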;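 note: 0% = plate median of compound wells and 100% = 30 µM serotonin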
# Target sequence (P35363 whole entry, looked up): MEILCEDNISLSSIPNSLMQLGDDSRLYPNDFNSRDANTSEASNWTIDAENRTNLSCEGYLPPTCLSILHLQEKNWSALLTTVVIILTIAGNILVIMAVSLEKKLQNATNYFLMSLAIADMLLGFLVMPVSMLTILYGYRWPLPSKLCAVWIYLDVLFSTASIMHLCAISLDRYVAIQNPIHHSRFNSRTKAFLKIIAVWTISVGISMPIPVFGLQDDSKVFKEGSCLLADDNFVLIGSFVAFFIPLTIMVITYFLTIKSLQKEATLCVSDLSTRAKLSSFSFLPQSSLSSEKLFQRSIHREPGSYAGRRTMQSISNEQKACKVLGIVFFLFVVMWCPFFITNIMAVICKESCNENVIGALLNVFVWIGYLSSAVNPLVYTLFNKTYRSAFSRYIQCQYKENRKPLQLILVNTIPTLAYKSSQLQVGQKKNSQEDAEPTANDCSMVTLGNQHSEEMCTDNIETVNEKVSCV
# iPSC survival up = hiPSC single-cell survival enhancement; ATPlite luminescence; 100% = ROCK inhibitor wells, 0% = DMSO; survival enhancement, % at 20 µM; actives 0.044% (n = 360,000); AID 602274; in the data active = survival enhancement above about 18%;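 note: cells exposed to compounds for 16 hours before the ATP read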
# Exocytosis inh = lytic granule exocytosis inhibition. inhibition, % at 10 µM. TALL-104 LAMP-1 surface exposure, flow cytometry; cells stimulated with thapsigargin and PMA. actives 0.66% (n = 360,000);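 active = inhibition above about 55%, limit read from the data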
# The depositor's hits bear a star; i = inactive; . = not tested or not shown.
Molecule	Cardio protect	Vif inh	aDG glyco up	PDI inh	ABCB6 inh 2	Glyco luc inh	CaV13 FRET inh	HTR2A ag	iPSC survival up	Exocytosis inh
CCOC(=O)C(NC(=O)CC)C(O)c1cccc([N+](=O)[O-])c1 (stereo unspecified)	-6	-7	-0.1	3	99	0	-9	-1	-1.1	-1
CCN(C(=O)CSc1nc2nc(C)cc(C)n2n1)C1CCS(=O)(=O)C1 (stereo unspecified)	7	-2	-0.2	-8	102	3	0	3	-0.6	-2
Cc1ccccc1CCN(C(=O)Cn1nnc2ccccc21)C(C(=O)NCC1CCCO1)c1nc2ccccc2n1C (stereo unspecified)	3	0	0.0	0	97	-1	-14	0	-0.4	55
COc1ccc(C(=O)C(C)OC(=O)CNC(=O)C2CCCCC2)cc1 (stereo unspecified)	-2	-5	-0.2	4	100	4	-5	-3	0.2	4
CC1CC(=O)Nc2ccccc2N1S(=O)(=O)c1ccc(Br)cc1 (stereo unspecified)	9	4	2.9	-3	93	0	-5	-1	1.5	-1
O=C(Cn1cccc1)NCc1cccs1	6	-6	0.0	-1	104	3	-8	-1	2.4	-3
COc1ccc2cc(C(c3nnnn3C3CCCC3)N3CCc4ccccc4C3)c(=O)[nH]c2c1 (stereo unspecified)	2	3	-0.1	1	98	-2	-4	-2	-2.1	-3
CN(CC(=O)NC(=O)NC1CCCCC1)CC(=O)Nc1ccc(Cl)cc1	-11	-1	0.4	-6	103	0	-2	1	-1.7	-2
CCN(CC(=O)Nc1ccc(NC(C)=O)cc1)C(=O)c1cc2c(s1)CCCC2	1	6	0.1	2	97	-3	-5	-2	3.9	2
COc1ccccc1NS(=O)(=O)c1ccc2[nH]c(=S)oc2c1	20	3	0.0	0	100	0	-2	6	-2.5	22

# A different layout for 6 compounds above.
# Second line of a record: Cardio protect | Vif inh | aDG glyco up | PDI inh | ABCB6 inh 2 | Glyco luc inh | CaV13 FRET inh | HTR2A ag | iPSC survival up | Exocytosis inh
> CCOC(=O)C(NC(=O)CC)C(O)c1cccc([N+](=O)[O-])c1 (stereo unspecified)
→ -6 | -7 | -0.1 | 3 | 99 | 0 | -9 | -1 | -1.1 | -1
> CCN(C(=O)CSc1nc2nc(C)cc(C)n2n1)C1CCS(=O)(=O)C1 (stereo unspecified)
→ 7 | -2 | -0.2 | -8 | 102 | 3 | 0 | 3 | -0.6 | -2
> Cc1ccccc1CCN(C(=O)Cn1nnc2ccccc21)C(C(=O)NCC1CCCO1)c1nc2ccccc2n1C (stereo unspecified)
→ 3 | 0 | 0.0 | 0 | 97 | -1 | -14 | 0 | -0.4 | 55
> COc1ccc(C(=O)C(C)OC(=O)CNC(=O)C2CCCCC2)cc1 (stereo unspecified)
→ -2 | -5 | -0.2 | 4 | 100 | 4 | -5 | -3 | 0.2 | 4
> CC1CC(=O)Nc2ccccc2N1S(=O)(=O)c1ccc(Br)cc1 (stereo unspecified)
→ 9 | 4 | 2.9 | -3 | 93 | 0 | -5 | -1 | 1.5 | -1
> O=C(Cn1cccc1)NCc1cccs1
→ 6 | -6 | 0.0 | -1 | 104 | 3 | -8 | -1 | 2.4 | -3

# More entries
Molecule	Cardio protect	Vif inh	aDG glyco up	PDI inh	ABCB6 inh 2	Glyco luc inh	CaV13 FRET inh	HTR2A ag	iPSC survival up	Exocytosis inh
COc1ccccc1-c1nn(Cc2ccccc2)cc1C(=O)NCC(c1ccco1)N1CCCC1 (stereo unspecified)	-9	-8	-0.1	6	102	2	-5	-32	-0.5	-7
Cc1ccccc1N1CCN(Cc2nc(Cc3ccccc3F)no2)CC1	-5	-4	0.2	4	101	0	-3	-9	-0.1	-1
CC1CCN(CCCNC(=O)c2ccc(CS(=O)(=O)Cc3ccc(Cl)cc3)o2)CC1	-1	-2	-0.1	-3	99	-4	-1	3	-0.5	-6
COc1ccc2c(c1)c(/C=C/c1cc[n+](C)cc1)cn2C	-6	.	-0.2	15	i	-1	-34	0	2.9	16
S=c1[nH]nc(-c2ccc(Br)cc2)n1-c1ccc(Br)cc1	-8	3	0.8	11	94	0	-5	2	1.3	-2
CC(C)C(=O)Nc1ccc(NC(=O)c2ccccn2)cn1	-14	.	0.1	-4	84	-16	.	3	-4.5	-2
O=C(Nc1ccc(Br)cn1)c1ccc(COc2c(F)c(F)cc(F)c2F)o1	-8	-1	0.0	-1	91	2	-2	-1	0.6	-4
Cn1nc(C(C)(C)C)cc1NC(=O)Nc1ccc(Cl)cc1	-1	.	0.0	-55	97	-4	-20	-2	0.7	-11
CCOc1ccc(C(C(=O)NC2CCCC2)N(Cc2ccccc2)C(=O)c2nsc(Cl)c2Cl)cc1 (stereo unspecified)	11	-1	1.2	-4	91	-5	-7	-5	-0.2	1
C/C(=N\NC(=O)c1ccc(CN2CCc3ccccc3C2)cc1)c1ccccc1O	33	2	2.3	3	91	-4	0	-1	0.7	2

# Continued:
Molecule	Cardio protect	Vif inh	aDG glyco up	PDI inh	ABCB6 inh 2	Glyco luc inh	CaV13 FRET inh	HTR2A ag	iPSC survival up	Exocytosis inh
Fc1ccc(-c2nc3c4ccccc4ccn3c2Cc2cccc(Cl)c2)cc1	-2	.	0.1	.	109	-1	-6	2	-1.7	-8
Cc1[nH]c(=O)[nH]c(=O)c1/C=N/NC(=O)[C@H](C)N	7	-1	0.3	16	100	0	-8	-2	-0.3	2
COc1ccc(NC(=O)N(C)C[C@H]2Oc3c(NC(=O)C4CC4)cccc3C(=O)N([C@H](C)CO)C[C@@H]2C)cc1	7	-6	0.0	4	103	3	-5	2	0.1	5
CCCCCCCc1nc2nc(C)c(Br)c(=O)n2[nH]1	1	-4	0.0	-13	103	0	5	8	0.2	-3
C=CC(=O)N1C/C(=C/c2ccc(F)cc2)C(=O)/C(=C\c2ccc(F)cc2)C1	-16	143*	-0.4	1	93	-18	-6	-6	12	94*
O=C(CCC(=O)c1ccccc1)Nc1ccc(C(=O)O)cc1	8	23	0.0	-3	98	2	-5	6	-0.5	5
CC(C)(C)OC(=O)NOCC(=O)N(Cc1ccccc1)CC(O)COc1ccccc1 (stereo unspecified)	4	17	-0.1	-4	99	-2	-11	-4	-1.9	3
CCOC(=O)Cn1c(CN2CCN(C(=O)c3ccco3)CC2)nc2c1c(=O)n(C)c(=O)n2C	-2	-3	0.0	-5	96	2	-2	3	0.2	1
COc1ccc(/C=C(/NC(=O)/C=C/c2ccccc2)C(=O)N2CCOCC2)cc1	16	-4	0.1	4	101	0	-2	-4	3.6	-2
CC1(C)CC(=O)C=C(c2ccc(Cl)c(C(F)(F)F)c2)C1	-3	8	0.0	-4	97	-1	-11	5	1.4	3

# More entries follow:
Molecule	Cardio protect	Vif inh	aDG glyco up	PDI inh	ABCB6 inh 2	Glyco luc inh	CaV13 FRET inh	HTR2A ag	iPSC survival up	Exocytosis inh
CNc1cncc(-c2cccc(NS(C)(=O)=O)c2)n1	1	2	-0.3	-20	95	-3	-6	-2	-0.4	11
Cc1c(/C=N/NC(=O)C(C)(C)Oc2ccc(Cl)cc2)cnn1C	1	.	-0.2	-3	102	0	-3	1	0.7	0
COc1ccc(CNC(=O)CN2CCN(S(=O)(=O)c3c(C)c(C)cc(C)c3C)CC2)cc1OC	13	.	-0.1	3	99	1	-3	-2	2.8	-2
COc1ccc(OC)c(NC(=O)CSc2nnc3ccc(-c4ccncc4)nn23)c1	5	-4	0.1	2	92	0	-3	-2	0.1	-4
COc1ccc(S(=O)(=O)NCC(c2cccnc2)N2CCN(C)CC2)cc1C (stereo unspecified)	0	.	-0.3	.	98	0	-3	-5	-0.2	-2
CCOC(=O)C1CCN(S(=O)(=O)c2nc3nc(C)cc(C)n3n2)CC1	4	9	0.0	1	88	1	0	-2	-0.9	0
Cn1nc(CC(=O)Nc2cccc3ncccc23)c2ccccc2c1=O	-21	-7	0.6	3	91	-1	-3	6	0.0	1
CC(=O)C1=C(O)C(=O)N(c2ccc(Br)cn2)C1c1ccc(Br)cc1 (stereo unspecified)	-7	-17	0.0	3	101	16	-15	-4	2.5	6
Cc1ccc(CS(=O)(=O)Cc2ccc(C(=O)NC3CCCC3)o2)cc1	2	1	0.0	6	102	-2	-2	-1	-0.1	-5
O=C(Nc1ccc2c(c1)OCO2)N1CCN(c2ccccc2Cl)CC1	-4	.	0.5	-12	99	-1	-5	-3	-0.3	-2

# (further entries)
Molecule | Cardio protect | Vif inh | aDG glyco up | PDI inh | ABCB6 inh 2 | Glyco luc inh | CaV13 FRET inh | HTR2A ag | iPSC survival up | Exocytosis inh
CCN(CC)S(=O)(=O)c1ccc(C(=O)Oc2cc(C)[nH]c(=O)c2[N+](=O)[O-])cc1 | -2 | 4 | -0.1 | -2 | 103 | 1 | -4 | 3 | 10 | 0
Cc1cc(NC(=O)C(C)SCC(=O)N(C)Cc2ccccc2F)no1 (stereo unspecified) | -8 | 1 | -0.2 | -4 | 96 | -1 | -6 | 3 | -2.8 | 0
C[C@@H]1NC(=O)N(CCCn2ccnc2)C1=O | 11 | 12 | -0.1 | 11 | 92 | 2 | -4 | 1 | 0.5 | 1
Cc1cccc(S(=O)(=O)NC2CCCCCCC2)c1 | -11 | -6 | 0.0 | 10 | 98 | -4 | -4 | -4 | 0.3 | -8
CCC1Oc2ccc(C)cc2N(CC(=O)NCCC2=CCCCC2)C1=O (stereo unspecified) | -8 | -10 | 0.5 | -2 | 109 | -4 | -7 | -4 | -0.2 | 6
Cc1cc(OCCCCCn2ccnc2)cc(C)c1Cl | -19 | 6 | 0.8 | 0 | 97 | -3 | -5 | -8 | -2.5 | 2
Cc1ccccc1Nc1nnc(SCc2cc([N+](=O)[O-])cc3c2OCOC3)s1 | -9 | -2 | 0.4 | -1 | 99 | 0 | -8 | -4 | 5.6 | 0
COCCNC(=O)C(C)N1c2cccc3cccc(c23)S1(=O)=O (stereo unspecified) | -5 | -5 | 0.1 | 0 | 98 | 0 | -3 | -1 | -1.9 | -1
CCOC(=O)Cn1c(=N)n(Cc2ccccc2)c2ccccc21 | -5 | -5 | -0.1 | -3 | 104 | 1 | . | -3 | -1.5 | -1
CC1Cn2c(nnc2-c2ccccc2O)S1 (stereo unspecified) | 3 | 18 | 0.2 | . | 96 | -3 | -2 | -3 | 0.5 | -3
O=C(O)c1ccc2c(=O)n3c(nc2c1)/C(=C/c1ccccc1OC(F)F)CC3 | 10 | 0 | 1.0 | 11 | 99 | 2 | -2 | -3 | 0.8 | -1
N=C1C(=O)OCC1c1ccccc1NC(=O)Nc1ccccc1 (stereo unspecified) | 7 | 8 | -0.1 | 9 | 100 | 1 | -21 | -1 | 0.3 | 1
Cc1ccc(SCC(=O)NC(=O)NC(C)C)c(C)c1 | 6 | 5 | -0.1 | 1 | 94 | 0 | -1 | 16* | 0.1 | 0
COc1ccc(OC)c(NC(=O)C2CC(=O)N(Cc3ccco3)C2)c1 (stereo unspecified) | 3 | 2 | -0.2 | 1 | 93 | 2 | -3 | -2 | 0.5 | 10
CNS(=O)(=O)c1ccc(CNC[C@H]2O[C@@H](n3cnc4c(=O)[nH]c(N)nc43)[C@H](O)[C@@H]2O)cc1 | -3 | . | 0.0 | . | 101 | 1 | -3 | 2 | -1.6 | -3
CCSc1nnc(Cc2cc(=O)[nH]c(=O)[nH]2)n1-c1cccc(C)c1 | -1 | 1 | -0.1 | -5 | 98 | 1 | -3 | 2 | -2.9 | -8
CCC(CC)C(=O)Nc1ccccc1-n1cccc1 | 12 | . | 0.1 | -9 | 97 | 0 | . | -2 | -1.5 | 0

# Bioassay records as filed in PubChem.
